# Yp Topo-I inh = inhibitors of Yersinia pestis topoisomerase I | Y. pestis Topo-I cleavage product accumulation, plate reader | activity, % at 10 µM | actives 0.064% (n = 360,000) | AID 504884; in the data active = activity above about 50%, passing the limit was not always enough; inconclusive = no clear call, values can overlap the other calls; note: inactives centre near 2
# PfHsp40 rescue = rescue of PfHsp40-mediated yeast toxicity | AID 504582 | growth rescue, % at 12.5 µM | actives 0.68% (n = 340,000) | S. cerevisiae expressing PfHsp40, growth rescue, ATP luminescence; in the data active = growth rescue above about 28%, passing the limit was not always enough; inconclusive = no clear call, values can overlap the other calls;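 note: yeast W303a lacking pdr1 and pdr3 grown in galactose medium; growth measured after three days at 30 °C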
# Rv3671c protease = inhibits the M. tuberculosis serine protease Rv3671c | inhibition, % at 5.96 µM | actives 0.048% (n = 320,000) | AID 2606; in the data active = inhibition above about 38%;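 note: extracellular domain of Rv3671c used as enzyme; 0% = enzyme with DMSO and 100% = no enzyme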
# Target sequence (P9WHR9 whole entry, looked up, the tested form may be a part): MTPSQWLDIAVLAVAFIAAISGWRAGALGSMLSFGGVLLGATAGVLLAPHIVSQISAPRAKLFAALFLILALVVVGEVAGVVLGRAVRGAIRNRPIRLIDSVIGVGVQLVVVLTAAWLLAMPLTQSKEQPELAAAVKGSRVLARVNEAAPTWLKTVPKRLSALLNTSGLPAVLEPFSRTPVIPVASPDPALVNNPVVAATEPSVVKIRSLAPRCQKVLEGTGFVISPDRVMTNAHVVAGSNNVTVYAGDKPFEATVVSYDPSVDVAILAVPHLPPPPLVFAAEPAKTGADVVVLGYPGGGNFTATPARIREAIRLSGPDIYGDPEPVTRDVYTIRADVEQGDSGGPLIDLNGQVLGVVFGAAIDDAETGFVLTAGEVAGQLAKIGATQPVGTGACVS
# SARS 3CLpro inh = SARS-CoV 3CLpro protease inhibition; P0C6X7; recombinant SARS-CoV 3CLpro, quenched FRET peptide cleavage; inhibition, % at 6 µM; actives 0.14% (n = 290,000); in the data active = inhibition above about 12%
# VHR inh abs = inhibitors of human VHR1 phosphatase (DUSP3) | recombinant VHR phosphatase, pNPP absorbance | inhibition, % at 13.3 µM | P51452 | AID 1654 | actives 0.52% (n = 290,000); in the data active = inhibition above about 50%; note: some compounds called inactive have numbers as strong as hits
# Target sequence (P51452 whole entry, looked up): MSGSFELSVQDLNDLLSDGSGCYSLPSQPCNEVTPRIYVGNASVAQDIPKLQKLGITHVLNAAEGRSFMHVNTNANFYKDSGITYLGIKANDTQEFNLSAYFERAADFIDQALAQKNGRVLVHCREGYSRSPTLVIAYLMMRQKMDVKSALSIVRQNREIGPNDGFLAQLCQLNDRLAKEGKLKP
# Anthrax LF inh2 = inhibitors of Bacillus anthracis lethal factor protease | P15917 | inhibition, % at 10 µM | multiplex microsphere protease cleavage assay, LF | actives 0.12% (n = 360,000); in the data active = inhibition above about 30%; inconclusive = no clear call, values can overlap the other calls; note: plate controls were buffer without enzyme for full effect and enzyme alone for no effect
# TcdB GH inh = inhibitors of Clostridioides difficile toxin B glycohydrolase. P18177. TcdB glycohydrolase enzymatic assay, plate reader. inhibition, % at 9.99 µM. actives 0.24% (n = 350,000). AID 652162; in the data active = inhibition above about 10%
# SSB-PriA inh = inhibitors of Klebsiella pneumoniae PriA binding to SSB C-terminal tail | inhibition, % at 33 µM | AlphaScreen SSBct-PriA binding, biotinylated peptide | AID 1272365 | actives 0.6% (n = 430,000); in the data active = inhibition mostly above about 37%, no sharp cut-off; inactive = mostly below about 20%;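 note: plate controls were negative control peptide for no effect and reference peptide for full effect; strong numbers were not always called active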
# MazEF act = increases E. coli MazEF RNase cleavage of RNA | actives 0.32% (n = 350,000) | AID 504720 | FAM/BHQ RNA-DNA oligo cleavage fluorescence, 5 h | activation, % at 20 µM; in the data active = activation above about 50%
# Target sequence (P0AE70 whole entry, looked up): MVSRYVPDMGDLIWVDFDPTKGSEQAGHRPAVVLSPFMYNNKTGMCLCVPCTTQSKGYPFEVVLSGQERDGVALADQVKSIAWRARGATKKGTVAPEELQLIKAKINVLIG
# Vc quorum ag = quorum light induction in luxS cqsA deficient V. cholerae; V. cholerae BH1578 lux reporter, luminescence, 6 h; activation, % at 18.7 µM; actives 0.16% (n = 350,000); AID 588436; in the data active = activation mostly above about 9.7%, no sharp cut-off; inconclusive = no clear call, values can overlap the other calls; inactive = mostly below about 3.7%; note: not every result past the cut was called active; inactives centre near 0; reference of the scale not given here
# Starred values were filed as active, the others as inactive; i = inactive; ? = inconclusive; . = no result given; & = joins results of further samples. Not all compounds are listed; count on the stated rates, not on these rows.
# The first 2 records, to show the layout:
compound,Yp Topo-I inh,PfHsp40 rescue,Rv3671c protease,SARS 3CLpro inh,VHR inh abs,Anthrax LF inh2,TcdB GH inh,SSB-PriA inh,MazEF act,Vc quorum ag
Cc1cc(NC(=O)c2cnn3c(C(F)(F)F)cc(-c4ccccc4)nc23)no1,-2,15,-4,2,21,1,1.7,-7,9,i
COCCCn1c(C(=O)NCCC2=CCCCC2)cc2c(=O)n3ccccc3nc21,4,1.1,10,-3,-9,-2,-0.4,4,13,-0.2

# The listing (from the top)
compound,Yp Topo-I inh,PfHsp40 rescue,Rv3671c protease,SARS 3CLpro inh,VHR inh abs,Anthrax LF inh2,TcdB GH inh,SSB-PriA inh,MazEF act,Vc quorum ag
Cc1cc(NC(=O)c2cnn3c(C(F)(F)F)cc(-c4ccccc4)nc23)no1,-2,15,-4,2,21,1,1.7,-7,9,i
COCCCn1c(C(=O)NCCC2=CCCCC2)cc2c(=O)n3ccccc3nc21,4,1.1,10,-3,-9,-2,-0.4,4,13,-0.2
COc1ccccc1N(CC(=O)NC(C)(C)C)C(=O)c1ccc(Cl)nc1,-12,1.6,-1,-4,11,-5,-0.5,-5,1,i
COc1ccc(S(=O)(=O)Nc2cccc(-n3cnnn3)c2)cc1,-1,0.3,-39,-2,-1,-1,3.3,-10,7,i
CNC(=O)CSc1nnc(-c2cccc(S(=O)(=O)N3CCOCC3)c2)n1-c1ccc(F)cc1,4,-0.1,4,0,3,2,.,-16,3,-1.5
N#Cc1nc(/C=C/c2ccccc2)oc1NCCCN1CCOCC1,-4,-0.6,-2,-3,20,6,-1.5,-14,-8,-0.6
CCC(=O)c1ccc(OCC(=O)OCC(=O)N2c3ccccc3CC2C)cc1 (stereo not drawn),27,2.1,-3,.,.,.,0.3,10,-1,0.3
CN1C2CCC1CC(OC(=O)c1cc(Cl)cc(Cl)c1)C2 (stereo not drawn),-2,1.4,4,3,12,1,.,-9,9,i
CC(C)CC(=O)Nc1nc(=S)ss1,3,-1.1,3,1,29,-3,.,-8,10,9.8
CC[C@@]1(C(=O)OC)N[C@H](CN(C)C(=O)Nc2ccc(F)cc2)[C@@H]2C(=O)N(C)C(=O)[C@@H]21,-2,1.6,1,.,.,-3,-0.1,-6,-3,-0.6
CC(=O)NCCNC(=O)C1(C)Cc2c(-c3ccccc3)ccnc2O1 (stereo not drawn),-4,.,.,.,.,2,0.9,.,.,i
O=C(O)/C=C/C(=O)Nc1ccc(OCc2ccccc2)cc1,-3,-0.6,2,4,14,7,3.3,-3,-8,i
Cc1ccc(SCC(=O)Nc2ccc(N3CCN(c4ccccc4)CC3)c(F)c2)cc1,0,-1.8,-5,1,21,1,.,-19,6,-0.4
CCN(CC)CCCN(C(=O)c1ccccc1C)c1nc(-c2ccc(OC)cc2)cs1,-3,0.7,4,-7,-22,-16,0.6,5,24,0.7
CCN(CCO)c1ccc(N=Nc2cc(C)[nH]n2)cc1,-22,-0.6,5,2,13,5,0.4,-1,-34,i
NC(=O)C1(N2CCCC2)CCN(Cc2ccccc2)CC1,3,-0.1,.,.,.,3,0.5,-15,4,i
O=C(Nc1nc(=O)c2ccccc2s1)c1ccccc1,9,0.6,-3,-3,9,0,.,3,0,i
Cc1ccc(NS(=O)(=O)c2cc(C(=O)NCCSc3ccc(C)cc3)ccc2C)cc1,17,2.5,-113,6,12,-2,.,4,3,-4.0
CC(=O)N1CN(C2CCS(=O)(=O)C2)Cc2c1sc1c2CCCC1 (stereo not drawn),0,0.1,1,0,8,0,.,-12,5,i
COc1ccc(N=CC2=C(O)CC(c3ccccc3)CC2=O)c(OC)c1 (stereo not drawn),2,-0.3,-3,-2,-3,0,.,1,-5,-0.3
CC12Cc3cnoc3C=C1CCC1C2CCC2(C)C1CCC2(C)O (stereo not drawn),7,-0.8,.,.,.,2,2.8,-8,5,i
Cc1ccc(-n2c(C)cc(C=C3C(=O)CC(C)(C)CC3=O)c2C)cc1,25,0.1,-4,-8,-6,2,1.6,14,3,-0.4
O=S(=O)(c1ccccc1)N1CCN(Cc2cccc(Br)c2)CC1,14,.,2,.,.,.,1.7,-6,0,-0.4
COc1ccc(-c2nc3ccccc3c(=O)n2CCc2ccc(O)cc2)cc1,7,31*,-9,0,-3,0,3.3,9,-2,i
O=c1[nH]c(=S)n(C2CC2)c(O)c1/C=N/Nc1ccccc1,0,0.9,-6,0,18,0,.,.,-12,-0.7
CCOC(=O)N/N=C(\C)c1ccc(OC(F)F)cc1OC(F)F,-5,-0.9,7,-2,16,-1,1.0,.,6,-0.1
CC1CCN(Cc2nnnn2-c2ccc(Cl)cc2)CC1,-2,-0.4,1,1,-10,1,.,-29,-7,i
COc1ccc(NC(=O)Nc2ccccc2F)c([N+](=O)[O-])c1,-6,1.0,5,-4,-7,-2,0.9,0,2,-0.3
O=C(c1ccc(Br)o1)N1CCN(c2ccc(F)cc2)CC1,14,-0.1,5,2,-8,-4,.,8,9,-3.3
CC(=O)Nc1cccc(NC(=O)C2C3C=CC(C3)C2C(=O)O)c1 (stereo not drawn),-6,-0.4,-11,1,-14,15,-0.9,-2,-3,-0.5
O=C(Nc1ccc(N2CCN(C(=O)c3ccco3)CC2)cc1)c1ccccc1,5,-1.1,7,-2,23,-3,-2.3,0,-10,0.1
O=C(N/N=C1\CCCCc2ccccc21)c1ccccn1,12,-1.1,2,4,37,-5,-1.3,.,8,i
CCc1nnc(NC(=O)c2cccc(S(=O)(=O)N3CCCC3)c2)s1,13,-1.0,0,3,-8,-2,1.0,-9,1,-0.4
C=CCN(Cc1nc(-c2ccc(OC)c(OC)c2)oc1C)C1CCS(=O)(=O)C1 (stereo not drawn),5,-0.4,-5,-6,30,-1,0.6,-2,0,0.2
CCOC(=O)c1cc2c(c(CCO)n1)[C@H](CCO)N(S(=O)(=O)C(C)(C)C)C2,-3,0.5,.,.,.,-2,1.4,-11,-8,i
COc1ccc(OC)c(N(CC(=O)N2CCCCC2)S(=O)(=O)c2ccc(OC)c(OC)c2)c1,9,0.2,6,1,9,-1,.,1,5,-0.3
[O-]/C(=C(\C(=S)Nc1ccc(SC(F)F)cc1)[n+]1ccccc1)c1cc(Cl)ccc1Cl,9,0.2,-4,7,11,-4,0.3,.,-5,-1.6
CC(=O)Nc1ccc(OCC(=O)NCc2ccccc2)cc1,5,-0.4,6,-1,-10,2,0.1,0,6,-0.3
COc1ccc(-c2ccc(C(=O)Nc3cc(OC)c(OC)c(OC)c3)c3occc23)c(C)c1,18,.,.,.,.,-4,0.6,.,.,-5.6
O=C(COc1cccc(NC(=O)c2ccccc2)c1)c1ccc(F)cc1,8,1.5,2,1,-11,0,-1.2,-9,1,i
Cc1ccc(NC(=S)NCCc2ccc(S(N)(=O)=O)cc2)c(C)c1,-2,-0.6,0,3,.,6,5.1,-16,-7,i
O=C(c1ccc(=O)[nH]c1)N(Cc1ccco1)C1(C(=O)NC2CCCCC2)CCCCC1,1,0.1,2,1,-15,0,.,-13,-2,i
Oc1ccc(Cl)cc1N=Cc1sc2ccccc2c1Cl,-5,-1.8,3,3,12,-10,0.0,15,-4,i
NC(=O)C1CCN(C(=O)CSc2nc3c(c(-c4ccccc4)n2)CCCC3)CC1,21,2.5,-1,1,-10,1,.,-3,0,i
COc1ccc(C(=O)CCN2CCN(c3ccc(OC)cc3)CC2)cc1,-5,0.3,-4,5,2,-10,0.1,29,-1,-0.3
CCOc1cnc(C(=O)NNC(=O)C(Br)C(C)C)o1 (stereo not drawn),1,-0.8,1,2,26,2,0.4,31&-10,9,0.7
O=C(CSc1nnc2ccc(-c3ccncc3)nn12)c1cccs1,3,0.3,0,-1,15,2,1.8,-6,10,-0.2
NC(=S)Nc1cccc2[nH]ncc12,-2,-0.8,7,1,15,-1,-2.0,4,-15,-1.4
CCOc1ccc(N(CC(=O)NC(C)(C)C)C(=O)CCC(=O)Nc2nccs2)cc1,12,-0.4,-4,2,11,-2,-1.2,-16,-8,i
COc1ccc(-c2noc3c2-c2nc(C(C)C)sc2CC3)cc1,27,7.3,0,.,.,9,.,-12,-5,i
CC1CCCC(C)N1C(=O)COC(=O)C12CC3CC(CC(Cl)(C3)C1)C2 (stereo not drawn),24,-0.3,-11,.,.,-8,3.9,-13,1,5.0
Cc1nnc(NC(=O)c2cccc(S(=O)(=O)N3CCCC3)c2)s1,2,1.7,2,-2,31,1,0.8,-6,1,i
CC(Nc1cc(N2CCN(S(C)(=O)=O)CC2)ccc1[N+](=O)[O-])c1ccccc1 (stereo not drawn),3,-1.1,-11,3,-5,-3,.,32,-3,0.3
CCC(=O)Nc1ccccc1C(=O)C(=O)Nc1ccccc1,-2,0.1,-15,-2,-2,2,-0.2,3,0,-0.3
COc1ccccc1S(=O)(=O)N(C)C[C@H]1OCc2cnnn2CCCC(=O)N([C@@H](C)CO)C[C@H]1C,-4,.,.,.,.,-3,1.2&-10,.,5,-0.1
Cc1cc(SCC(=O)Nc2ccc(O)cc2)n2ncc(-c3ccccc3)c2n1,-7,1.3,-2,2,17,0,1.8,-3,21,-0.3
CC(C)=CCc1cc([C@@H]2COc3c(ccc4c3C=CC(C)(C)O4)C2)c(O)cc1O,-36,?,2,.,.,-15,-8.0,-3,23,-0.4
COc1ccc(C)cc1NC(=O)CSc1nnc(-c2ccco2)n1Cc1ccco1,14,-1.3,8,-2,11,0,.,-3,0,i
CC(C)(C)C(=O)C1=C(O)C(=O)N(Cc2ccccc2)C1c1ccccc1Cl (stereo not drawn),4,1.0,1,-1,-4,16,-0.1,0,3,i
COC(=O)c1ccccc1NC(=O)c1cc(-c2ccco2)on1,2,0.0,-4,-2,2,0,0.8,-1,-5,-0.4

# (list continues)
compound,Yp Topo-I inh,PfHsp40 rescue,Rv3671c protease,SARS 3CLpro inh,VHR inh abs,Anthrax LF inh2,TcdB GH inh,SSB-PriA inh,MazEF act,Vc quorum ag
O=C(Nc1ccc(C(=O)NCCCN2CCN(c3ccc(F)cc3)CC2)cc1)C1=CSCCO1,0,-1.0,3,-1,19,-5,1.0,-1,1,i
Cn1cc(CN2CCCC(CO)C2)c(-c2ccc(Oc3ccccc3)cc2)n1 (stereo not drawn),3,-1.1,1,0,30,0,0.6,0,2,-0.3
Cc1cc(C(=O)CSc2n[nH]c(N)n2)c(C)n1-c1ccc2c(c1)OCO2,-3,-0.1,-2,2,4,-1,.,12,-7,-0.3
Cn1c(SCC(=O)Nc2nccs2)nnc1-c1ccccn1,-1,6.1,-1,0,10,2,1.8,11,0,-0.8
Cc1cnc(C(=O)OCC(=O)c2ccc(C)s2)cn1,-2,0.0,6,.,.,0,1.2,-4,3,i
C[C@H]1CCC[C@]2(CC(=O)c3cc(F)ccc3O2)C1,3,-0.4,-3,.,.,3,-0.4,7,2,-0.3
O=C1NC2=C(C(=O)CCC2)C(c2ccc([N+](=O)[O-])cc2)N1 (stereo not drawn),0,-0.4,5,3,26,-11,-0.8,-6,10,-0.4
CCC(C(=O)N1CCN(C(=O)c2ccco2)CC1)c1ccccc1 (stereo not drawn),-2,1.2,1,-4,29,0,.,-11,6,i
CN(Cc1cccs1)S(=O)(=O)c1cccs1,-1,1.0,2,1,10,-4,.,-13,-1,-0.7
N#CC1=C(N)OC2=C(C(=O)CC(c3ccccc3)C2)C1c1ccoc1 (stereo not drawn),-10,0.2,0,1,-11,-2,.,-9,-6,-0.4
Cc1ccc(CN2C(=O)CCC2(C)C(=O)NCc2cccnc2)cc1 (stereo not drawn),0,-0.2,1,5,15,-2,.,-23,-11,3.1

# Screens (PubChem)
